Assay outcomes deposited in PubChem by several laboratories.
NRP1-CendR mod = NRP-1/CendR interaction modulation | O14786 | inhibition, % at 25 µM | FAM-RPARPAR peptide binding to NRP-1, fluorescence polarization | actives 0.85% (n = 360,000);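 active means inhibition or corrected inhibition above about 18%, plus a signal ratio from 0.5 to 1.5, limit read from the data, passing the limit was not always enough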; further: strong numbers were not always called active
Target sequence (O14786 whole entry, looked up): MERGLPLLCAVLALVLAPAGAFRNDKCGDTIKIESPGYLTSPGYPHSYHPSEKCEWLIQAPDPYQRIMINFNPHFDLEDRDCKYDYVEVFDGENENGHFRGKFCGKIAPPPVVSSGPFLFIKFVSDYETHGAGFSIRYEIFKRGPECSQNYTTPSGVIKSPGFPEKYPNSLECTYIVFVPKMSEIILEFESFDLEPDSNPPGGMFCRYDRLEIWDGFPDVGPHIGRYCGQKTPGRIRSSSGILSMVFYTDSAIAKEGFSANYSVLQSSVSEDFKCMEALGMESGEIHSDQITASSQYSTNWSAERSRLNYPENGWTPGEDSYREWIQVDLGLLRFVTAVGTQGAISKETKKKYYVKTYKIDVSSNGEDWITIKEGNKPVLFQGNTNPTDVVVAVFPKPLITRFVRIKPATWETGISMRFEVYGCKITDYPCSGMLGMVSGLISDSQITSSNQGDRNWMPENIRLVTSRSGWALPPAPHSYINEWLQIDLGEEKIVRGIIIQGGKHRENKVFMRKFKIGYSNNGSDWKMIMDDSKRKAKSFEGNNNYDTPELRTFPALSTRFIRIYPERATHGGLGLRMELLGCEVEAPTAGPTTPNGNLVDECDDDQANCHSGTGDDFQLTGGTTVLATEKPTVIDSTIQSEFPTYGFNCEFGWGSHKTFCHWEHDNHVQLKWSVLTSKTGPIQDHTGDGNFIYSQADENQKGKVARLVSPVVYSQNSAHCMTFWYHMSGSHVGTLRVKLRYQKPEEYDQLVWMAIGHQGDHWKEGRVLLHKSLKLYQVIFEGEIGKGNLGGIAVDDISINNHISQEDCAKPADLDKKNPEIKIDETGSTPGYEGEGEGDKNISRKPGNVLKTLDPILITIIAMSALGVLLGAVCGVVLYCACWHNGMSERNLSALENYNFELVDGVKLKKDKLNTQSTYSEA
TbMetRS inhib = Trypanosoma brucei MetRS inhibition | purified T. brucei MetRS, ATP depletion, Kinase-Glo luminescence | actives 0.4% (n = 360,000) | inhibition, % at 11.9 µM | AID 624268;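 active means inhibition above a per-plate cutoff of the control wells' mean inhibition plus 3 SD, cut at about 5.5% in these data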;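 further: 0% = DMSO wells median and 100% = median of wells with control inhibitor compound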
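Test system: purified T. brucei MetRS enzyme. Also added: ATP, methionine and E. coli bulk tRNA substrates. Compound: 11.9 µM single point. Schedule: 15 min enzyme-compound preincubation, 2 h reaction, 10 min detection, 25 °C. Signal: luciferase luminescence of residual ATP, Kinase-Glo. Evaluation: percent inhibition versus plate control medians. Controls: DMSO wells, low control.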
SKN-1 inh = C. elegans SKN-1 inhibition; C. elegans VP596 Pgst-4::GFP/RFP ratio, acrylamide-induced, 24 h; inhibition, % at 21.8 µM; actives 0.49% (n = 360,000); AID 624304;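 active means interference check ratio from 0.5 to 1.5 plus GFP to RFP signal ratio inhibition reaching or exceeding a fixed threshold, cut at about 30% in these data, passing the limit was not always enough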; further: some compounds called inactive have numbers as strong as hits
NadD inh = NadD (S. aureus) enzyme inhibition; purified NadD enzyme, colorimetric absorbance read-out; inhibition, % at 20 µM; actives 0.78% (n = 360,000); in the data active means inhibition above about 26%; further: some compounds past the cut are filed as inactive
SUMO1-SIM PPI = alters human SUMO1 binding to SIM partners. P63165. SUMO1 binding to a labelled peptide, TR-FRET, 1 h. inhibition, % at 20 µM. actives 0.33% (n = 360,000); in the data active means inhibition above about 37%
DNMT1 block = inhibitors of human DNMT1; actives 0.83% (n = 360,000); inhibition (reported as % activation of signal), % at 10 µM; DNMT1 molecular beacon, Hinp1I cleavage, fluorescence; in the data active means inhibition above about 50%
LMPTP inh = blocks human LMPTP phosphatase; recombinant LMPTP-A, OMFP fluorogenic substrate, fluorescence intensity; inhibition, % at 20 µM; actives 0.22% (n = 360,000); AID 651560;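 active means compounds that cut the enzyme signal by at least half of the control window in the single-dose screen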;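 further: plate controls were DMSO wells with enzyme plus substrate for no effect and substrate without enzyme for full effect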
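Assay system: LMPTP-A, protein tyrosine phosphatase of low molecular weight / Medium: pH 6.0 Bis-Tris buffer with DTT and Triton X-100 / Schedule: 50 min enzyme reaction at room temperature, protected from light / Measured by: endpoint fluorescence intensity from OMFP dephosphorylation / Read-out basis: % inhibition relative to no-enzyme and uninhibited control wells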
STEP inh = STEP (human) phosphatase inhibition. recombinant STEP, OMFP fluorogenic substrate, fluorescence. actives 0.25% (n = 360,000). P54829. inhibition, % at 20 µM;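 active means inhibition at 20 µM, scaled per plate between control wells, above about 37%, limit read from the data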;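 further: 0% = DMSO with enzyme and substrate and 100% = substrate only without enzyme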
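Test system: STEP tyrosine phosphatase / Reagent: OMFP at 25 µM / Doses: 20 µM, 1% DMSO / Read-out: percent inhibition scaled to no-enzyme and uninhibited-enzyme controls, plate-pattern corrected / Detection: FITC-channel fluorescence of OMFP product / Medium: Bis-Tris buffer pH 6.0, 2.5 mM DTT, 0.005% Tween 20 / Schedule: 20 min at room temperature, dark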
Neddylation inh = cullin neddylation inhibition; P61081+Q13564; TR-FRET cullin neddylation, biochemical; calls only at 25 µM; actives 0.58% (n = 360,000); AID 651699; in the data active means inhibition above about 36%
Scp1 inh = inhibitors of human Scp-1 phosphatase; Recombinant Scp1, phosphopeptide, malachite green phosphate absorbance; AID 493091; actives 0.88% (n = 340,000); Q9GZU7; inhibition, % at 20 µM;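 active means inhibition above about 50% at 20 µM, limit read from the data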;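 further: plate controls were DMSO wells with enzyme for no effect and wells lacking enzyme for full effect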
Target sequence (Q9GZU7 76-261 limits assumed): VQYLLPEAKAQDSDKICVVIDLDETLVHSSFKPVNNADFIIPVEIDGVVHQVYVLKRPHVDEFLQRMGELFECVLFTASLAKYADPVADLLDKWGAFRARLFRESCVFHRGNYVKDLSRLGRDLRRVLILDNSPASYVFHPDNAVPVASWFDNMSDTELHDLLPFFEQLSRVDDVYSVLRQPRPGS
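System: truncated SCP-1 phosphatase (76-261aa); medium: Tris acetate buffer pH 5.5 with MgCl2 and Tween-20; incubation: 45 min room-temperature reaction, 5 min colour, 30 min stabiliser; compound: single 20 µM dose, 1% DMSO; reagent: Phosphorylated 17-residue peptide substrate; read-out: % inhibition at 20 µM; technique: colorimetric free-phosphate detection, absorbance 630 nm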
* marks the source's active call; other numbers are inactive results; i = inactive; x = no result given. Some of the compounds tested; rates above refer to the full screens.

SMILES	NRP1-CendR mod	TbMetRS inhib	SKN-1 inh	NadD inh	SUMO1-SIM PPI	DNMT1 block	LMPTP inh	STEP inh	Neddylation inh	Scp1 inh
O=[N+]([O-])c1ccc(N2CCNCC2)cc1NCC1CCCO1 (configuration not stated)	16	-0.8	24	5	-27	-3	2.5	0	i	-5
COc1ccc(CC2c3cc(OC)c(OC)cc3CCN2C)cc1O (configuration not stated)	9	-0.1	-1	4	3	-5	-0.2	2	i	-8
O=C(c1ccc(N2CC3CC(C2)c2cccc(=O)n2C3)c([N+](=O)[O-])c1)N1CCCC1 (configuration not stated)	-8	0.3	1	2	-15	1	-0.2	-1	i	-5
O=C(CN1CCCC1=O)NCCc1ccccc1	0	-0.1	1	0	-7	0	-0.2	-7	i	-3
CC(=O)OC1(c2ccc(C)cc2)CN2CCC1c1ccccc12 (configuration not stated)	21	-0.5	15	-8	-1	1	1.5	-2	i	-7
O=C(c1cccn2c(=O)c3ccccc3nc12)N1CCC2(CC1)OCCO2	0	-0.5	0	-4	-20	1	-1.3	2	x	-6
Cc1cc(/C=C2\C(=O)NC(=O)N(c3ccc(Cl)cc3)C2=O)c(C)n1C	-45	-0.1	18	7	-1	-4	0.7	2	i	1
O=[N+]([O-])c1cccc(NP(=O)(Oc2ccccc2)Oc2ccccc2)c1	-3	-0.9	6	-14	-15	-8	1.8	0	i	-13
COCCOC(=O)c1c(C)n(C)c2ccc(OC(=O)N(C)C)cc12	-3	-0.2	9	-5	0	-2	-2.1	1	i	-6
Cc1nn(-c2ccccc2)c(C)c1NC(=O)COC(=O)Cc1ccccc1	-12	-0.5	0	-4	6	1	0.2	0	i	-6
CC(C)Oc1cccc(C(=O)C2CCCN(C3CCOCC3)C2)c1 (configuration not stated)	4	-0.7	1	1	-3	0	-0.4	1	i	-1
COC(=O)C1=C(c2c(C)noc2C)C[C@@H]2CC[C@H]1N2C(=O)NC(C)C	6	-0.3	-16	1	5	2	-0.3	1	i	-6
CCCCn1c(=O)c(C(=O)NCc2ccc(Cl)cc2)c(O)c2ccccc21	-7	-0.7	15	-14	1	-2	1.1	-1	i	-6
N[C@@]1(C(=O)O)CC[C@@H](C(=O)O)C1	11	-0.8	12	-2	5	-1	-1.4	-2	i	-6
CC(C(=O)c1ccccc1)N1C(=O)c2ccccc2C1=O (configuration not stated)	19	0.2	2	-6	2	-1	-1.2	4	i	-8
CN(C)c1ccc(P(=S)(N(C)C)N(C)C)cc1	17	-0.4	15	-3	4	2	-0.1	-3	i	-4
CCCCCn1c(=O)c(C(=O)Nc2nc3ccccc3[nH]2)c(O)c2ccccc21	6	-1.0	-5	12	10	10	-4.3	1	i	8
Brc1ccccc1	0	-0.1	14	0	7	0	0.2	-3	i	15
CC(C)CN1Cc2cc(N3CCCCC3)ccc2-n2nncc2C1	-8	-0.8	0	-1	5	0	-0.1	0	i	x
COC(=O)C1=C(c2cccc(OC)c2OC)C[C@@H]2CC[C@H]1N2C(=O)NCc1ccccc1	16	-0.4	-4	-7	1	1	0.9	-1	i	8
O=C(NC1CN2CCC1CC2)c1cccc(Cl)c1 (configuration not stated)	-2	-0.4	-5	1	2	4	-0.4	0	i	-9
CC(C)CCC1(CCc2ccncc2)C(=O)NC(=O)NC1=O	5	-1.1	3	4	-1	3	-1.0	-1	i	-1
CC(=O)OC1N=C(c2ccccc2)c2cc(Br)ccc2NC1=O (configuration not stated)	-6	-0.8	6	-4	-1	3	-0.3	-1	i	3
OC1(CN2CCOCC2)C2CC3CC(C2)CC1C3 (configuration not stated)	-7	-0.4	-29	0	-2	0	-2.3	2	i	-8
Cc1ccc(C(=O)N/C(=C\Cl)P(=O)(c2ccccc2)c2ccccc2)cc1	8	-0.6	0	-2	3	1	-1.6	1	i	-5

Reprinted from the part before: four entries; new compounds follow.
SMILES	NRP1-CendR mod	TbMetRS inhib	SKN-1 inh	NadD inh	SUMO1-SIM PPI	DNMT1 block	LMPTP inh	STEP inh	Neddylation inh	Scp1 inh
CC(C)CCC1(CCc2ccncc2)C(=O)NC(=O)NC1=O	5	-1.1	3	4	-1	3	-1.0	-1	i	-1
CC(=O)OC1N=C(c2ccccc2)c2cc(Br)ccc2NC1=O (configuration not stated)	-6	-0.8	6	-4	-1	3	-0.3	-1	i	3
OC1(CN2CCOCC2)C2CC3CC(C2)CC1C3 (configuration not stated)	-7	-0.4	-29	0	-2	0	-2.3	2	i	-8
Cc1ccc(C(=O)N/C(=C\Cl)P(=O)(c2ccccc2)c2ccccc2)cc1	8	-0.6	0	-2	3	1	-1.6	1	i	-5
Cc1nn(Cc2ccccc2)c(C)c1C(=O)OCC(=O)NC1CCS(=O)(=O)C1 (configuration not stated)	-7	0.1	7	4	14	-2	-0.2	1	i	-8
Cc1ccsc1CNCCc1ccccc1F	-9	-0.5	6	-9	1	-6	-1.2	-1	i	-8
CC(C)(C)c1cc(C=C(C#N)C#N)cc(C(C)(C)C)c1O	-62	-0.9	42*	-5	-7	-10	0.1	-4	i	-11
CCC1(CC)C(=O)NC(=O)N(c2ccccc2)C1=O	-6	1.1	6	6	4	2	-0.1	-2	i	-1
CCOC(=O)[C@]12Cc3cc(OC)ccc3[C@H]1N(Cc1ccccc1)C(=O)c1cc(F)c(F)cc12	-3	-0.3	2	-4	0	2	3.3	4	i	-9
CC(C)C[C@H]1COc2cccc(N3CCN(C)CC3)c2S(=O)(=O)N1	2	-1.2	2	-2	-7	x	-3.1	x	i	x
COc1ccc(N=Cc2c(O)n(Cc3ccccc3)c(=S)[nH]c2=O)c(OC)c1	-50	-0.8	17	4	-1	1	-0.7	4	i	-1
Cc1cc(C(=O)O)c(C)n1C1CC1	-6	-1.6	4	2	-4	1	1.5	0	i	-4
Cc1cccc(OP(N)(=O)Oc2cccc(C)c2)c1	8	-0.1	0	-1	2	0	-0.5	0	i	-11
CCOC(=O)c1c(C)n(CCOC)c2ccc(O)cc12	-3	-0.6	-7	7	-1	-4	0.6	-6	i	-2
O=C1C2CCCN2C(c2ccc(Cl)c(Cl)c2)N1c1ccccn1 (configuration not stated)	6	0.2	-15	-5	5	1	-1.4	3	i	-10
Cc1ccc(CS(=O)(=O)CCC(=O)N2CCC3(CC2)OCCO3)cc1	-13	-0.8	10	5	2	2	0.3	0	i	-5
O=C(Cc1ccccc1)N1CCN(Cc2ccccc2Cl)CC1	4	-1.5	15	-8	5	1	-1.7	0	i	-1
Cn1c(O)c(C=NCCN2CCOCC2)c(=O)n(C)c1=S	0	0.6	0	-2	0	2	-2.6	0	i	0
Cc1nc2c(=O)n(C)c(=O)nc-2n(C)n1	18	30*	-16	-3	29	128*	73*	79*	i	0
COC(=O)C1=C(c2cc3ccccc3o2)C[C@@H]2CC[C@H]1N2C	-9	-0.3	-24	-7	-11	1	-1.7	-3	i	-2
C[C@H]1CCCC(=O)CCCCCc2cc(O)cc(O)c2C(=O)O1	0	0.8	10	-2	7	-2	1.8	1	i	-14
COc1ccc2c(c1O)-c1cccc3c1[C@@H](C2)N(C)CC3	-11	-0.5	2	-1	6	0	2.5	-4	x	-1
CCOc1ccc(C2C(C#N)=C(N)Oc3c2c(=O)oc2ccccc32)cc1 (configuration not stated)	-11	0.0	-4	-8	0	-4	0.2	-3	i	-11
O=[N+]([O-])c1cc(-n2cnnn2)c(O)c([N+](=O)[O-])c1	-10	0.1	3	1	-23	0	-0.2	1	i	17
O=C1/C(=C\c2cccnc2)N2CCC1CC2	-4	0.9	-10	-6	-1	3	-0.5	3	i	8
OC(Cn1c2ccccc2c2ccccc21)C[n+]1cccc2ccccc21 (configuration not stated)	-4	-0.9	-18	-3	-26	2	0.6	3	i	4
Cc1cccc(NC(=O)OC2CN3CCC2CC3)c1 (configuration not stated)	5	-0.1	7	1	3	0	-0.8	-1	i	0
COc1cccc(CNCCc2cccc(F)c2)c1OC	5	0.1	-5	-4	0	0	-2.1	1	i	-8
C[C@](N)(CCP(=O)(O)O)C(=O)O	0	-0.5	49*	-1	2	-2	-1.1	3	i	1
SMILES	NRP1-CendR mod	TbMetRS inhib	SKN-1 inh	NadD inh	SUMO1-SIM PPI	DNMT1 block	LMPTP inh	STEP inh	Neddylation inh	Scp1 inh
CCCC1(CCO)C(=O)NC(=S)NC1=O	0	-0.1	-7	4	-1	-6	-1.2	-2	i	-7
Cn1c(O)c(/C=N/N2CCOCC2)c(=O)n(-c2ccccc2)c1=S	-1	0.8	-1	-3	-7	-3	-2.1	1	i	-5
CN(C)CC1CSCCC1(O)c1ccccc1Cl (configuration not stated)	3	-0.3	10	-4	0	1	-0.4	0	i	-5
Cc1cc(C)n2nc(C)[n+](C)c2n1	-9	-1.4	1	-3	-6	0	-1.7	-5	i	-12
CN1CCC(N(C)Cc2cccnc2)CC1	-1	0.1	10	-4	1	1	-6.6	1	i	-1
C=CCn1c(O)c(C(C)=Nc2ccc(C(=O)OCC)cc2)c(=O)[nH]c1=O	10	1.7	0	8	1	2	-1.9	-3	i	-15
Cc1ccc(N2C(=O)NC(=O)/C(=C/C=C/c3ccco3)C2=O)cc1	-70	-1.2	0	5	6	30	-0.1	-1	i	6
COc1ccc(CN2CCN(c3ccccc3F)CC2)cc1O	-3	0.2	46*	-3	4	3	-2.4	1	i	-11
CN1CCN(CC#CCOc2ccc(Cl)cc2)CC1	2	-0.3	5	-7	0	-1	-2.5	0	i	-4
CCN(CC)CCCN=Cc1c(O)n(CCc2ccc(F)cc2)c(=O)[nH]c1=O	6	-0.5	7	-2	2	0	-4.7	-3	i	-7
COc1ccc(/C=C/C(=O)NC(=S)N2C[C@H]3C[C@H](C2)c2cccc(=O)n2C3)cc1OC	-3	1.5	6	2	-6	-4	-0.2	-2	i	-4
Cc1cc(=O)oc2c(C)c(OCC(=O)N3CCN(Cc4ccccc4)CC3)ccc12	1	-0.8	-7	-1	3	0	-0.1	0	i	7
CN1CCN(/N=C/c2c(O)n(CCC3=CCCCC3)c(=S)[nH]c2=O)CC1	-28	0.1	-4	13	6	5	-4.0	8	i	3
COc1cc(OC)c(OC)cc1CN1CCN(C(=O)COc2ccc3ccccc3c2)CC1	4	-0.2	7	1	-5	-1	-1.3	2	i	1
CC(C)[C@H]1C(=O)N2CCC[C@H]2[C@]2(O)O[C@](NC(=O)[C@@H]3C=C4c5cccc6[nH]cc(c56)C[C@H]4N(C)C3)(C(C)C)C(=O)N12	-22	-0.6	31	1	-11	-46	3.4	-6	i	8
Cn1cc(C(=O)Cc2ccccc2)c2ccccc21	-13	-0.2	16	-3	1	1	1.1	-2	i	-10
